Screening results from PubChem.
Rv3671c protease: Rv3671c serine protease inhibitors, primary screen, biochemical, fluorescence polarization, M. tuberculosis H37Rv; 320,000 tested, 0.048% active; P9WHR9; inhibition, % at 5.96 µM; in the data active = inhibition above about 38%;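 note: extracellular domain of Rv3671c used as enzyme; 0% = enzyme with DMSO and 100% = no enzyme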
Target sequence (P9WHR9 whole entry, looked up, the tested form may be a part): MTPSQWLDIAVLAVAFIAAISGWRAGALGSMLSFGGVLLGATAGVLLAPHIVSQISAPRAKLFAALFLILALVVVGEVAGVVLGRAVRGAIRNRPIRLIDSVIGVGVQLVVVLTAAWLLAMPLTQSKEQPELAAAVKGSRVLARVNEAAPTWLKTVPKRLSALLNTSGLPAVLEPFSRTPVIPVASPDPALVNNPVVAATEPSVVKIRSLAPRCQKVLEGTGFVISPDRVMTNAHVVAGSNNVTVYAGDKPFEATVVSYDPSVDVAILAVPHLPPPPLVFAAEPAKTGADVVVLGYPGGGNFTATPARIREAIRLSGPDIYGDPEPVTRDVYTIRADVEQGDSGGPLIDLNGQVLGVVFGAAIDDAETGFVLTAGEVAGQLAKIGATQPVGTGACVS
MazEF act: activators of E. coli MazEF toxin-antitoxin RNase, primary screen, biochemical, fluorescence, uHTS; FAM/BHQ RNA-DNA oligo cleavage fluorescence, 5 h; activation, % at 20 µM; 350,000 tested, 0.32% active; AID 504720, 2011; in the data active = activation above about 50%
Target sequence (P0AE70 whole entry, looked up): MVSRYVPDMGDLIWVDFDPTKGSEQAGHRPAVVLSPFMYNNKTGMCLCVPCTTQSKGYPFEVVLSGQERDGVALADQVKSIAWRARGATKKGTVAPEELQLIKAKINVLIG
Yp Topo-I inh: Yersinia pestis topoisomerase I inhibitors, primary screen, biochemical, cleavage product accumulation, plate reader, single point. DNA topoisomerase I (Yersinia pestis CO92). Y. pestis Topo-I cleavage product accumulation. activity, % at 10 µM. 360,000 tested, 0.064% active. AID 504884, 2011; in the data active = activity above about 50%, passing the limit was not always enough; note: inactives centre near 2
PrPC TRFRET: inhibitors of human cell surface prion protein PrPC, primary screen, cell-based, TR-FRET; Major prion protein (Homo sapiens), P04156; TR-FRET read-out; inhibition, % at 13.8 µM; 370,000 tested, 0.43% active; in the data active = inhibition above about 24%; note: 0% = median of the test wells and 100% = reference compound wells
VHR inh abs: VHR1 phosphatase inhibitors, primary screen, biochemical, absorbance, uHTS; inhibition, % at 13.3 µM; 290,000 tested, 0.52% active; AID 1654, 2009; Dual specificity protein phosphatase 3 (Homo sapiens), P51452; recombinant VHR phosphatase, pNPP absorbance; in the data active = inhibition above about 50%; note: some compounds called inactive have numbers as strong as hits
Target sequence (P51452 whole entry, looked up): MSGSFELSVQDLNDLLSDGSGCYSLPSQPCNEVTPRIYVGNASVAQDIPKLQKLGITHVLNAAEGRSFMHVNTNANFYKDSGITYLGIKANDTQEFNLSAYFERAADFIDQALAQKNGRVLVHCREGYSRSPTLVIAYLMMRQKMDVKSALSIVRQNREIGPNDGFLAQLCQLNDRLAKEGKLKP
TcdB GH inh: TcdB glycohydrolase inhibitors, primary screen, biochemical, single point, plate reader | AID 652162, 2013 | 350,000 tested, 0.24% active | inhibition, % at 9.99 µM | TcdB glycohydrolase enzymatic assay | Toxin B (Clostridioides difficile), P18177; in the data active = inhibition above about 10%
BH1578 lux ind: inducers of Vibrio cholerae quorum light production without autoinducers, primary screen, BH1578 luxS cqsA deficient, single point | V. cholerae BH1578 lux reporter, luminescence, 6 h | activation, % at 18.7 µM | 350,000 tested, 0.16% active | AID 588436, 2011; in the data active = activation mostly above about 9.7%, no sharp cut-off; note: not every result past the cut was called active; inactives centre near 0; reference of the scale not given here
CCHFV vOTU inh: CCHFV vOTU protease inhibitors, primary screen, biochemical, Pep-AMC substrate, fluorescence | Crimean-Congo hemorrhagic fever virus L polyprotein viral ovarian tumor (vOTU) protease … | inhibition, % at 11.5 µM | 370,000 tested, 0.55% active; in the data active = inhibition above about 30%; note: 0% = vehicle wells with enzyme and 100% = no enzyme wells
SARS 3CLpro inh: SARS-CoV 3CLpro protease inhibitors, primary screen, biochemical, quenched FRET; Replicase polyprotein 1ab (Severe acute respiratory syndrome coronavirus), P0C6X7; recombinant SARS-CoV 3CLpro, quenched FRET peptide cleavage; inhibition, % at 6 µM; 290,000 tested, 0.14% active; AID 1706, 2009; in the data active = inhibition above about 12%
SSB-PriA inh: inhibitors of Klebsiella pneumoniae PriA binding to SSB C-terminal tail, primary screen, biochemical, AlphaScreen. PriA–SSB C-terminal tail interaction (Klebsiella pneumoniae). AlphaScreen SSBct-PriA binding, biotinylated peptide. inhibition, % at 33 µM. 430,000 tested, 0.6% active; in the data active = inhibition mostly above about 37%, no sharp cut-off; inactive = mostly below about 20%;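 note: plate controls were negative control peptide for no effect and reference peptide for full effect; strong numbers were not always called active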
* hit, by the source's call; i = inactive; . = no result given; & = joins results of further samples. This is a subset; count on the stated rates, not on these rows.

SMILES	Rv3671c protease	MazEF act	Yp Topo-I inh	PrPC TRFRET	VHR inh abs	TcdB GH inh	BH1578 lux ind	CCHFV vOTU inh	SARS 3CLpro inh	SSB-PriA inh
CC(C)N(C(=O)[C@H]1CC(CC(=O)NCCN2CCOCC2)C(=O)N2CCc3c([nH]c4ccccc34)[C@]12C)C(C)C (stereo partly specified)	-1	0	16	-6	.	0.7	i	4	.	-12
C=CCn1cc(C(=O)OCC)c(=O)c2cc(F)c(F)cc21	-2	-4	4	1	-4	2.3	i	9	-6	-4
O=c1[nH]c(CN2CCN(c3ccccc3O)CC2)nc2scc(-c3ccccc3Cl)c12	-8	-52	17	7	18	-1.9	-2.4	9	1	13
CCOC(=O)C(CC)n1cnc2c(nnn2-c2ccc(F)cc2)c1=O (stereo unspecified)	0	9	-3	1	33	0.2	-0.1	25	-6	-10&-8&-4
CC1(C)COC(c2ccccc2Cl)OC1	.	0	1	3	.	-1.2	0.1	14	.	6
Clc1ccc(-c2onc3c2CCCC3)cc1	-5	-2	13	-4	3	.	i	4	-2	-31
COc1ccc2nc3cc(Cl)ccc3c(Nc3cc(C(C)C)c(O)cc3C)c2c1	40*	-6	-58	-2	5	0.8	0.4	-5	-1	29
Cc1nc(C(F)(F)F)ccc1C(=O)N1CCC1(C)C(=O)NS(=O)(=O)c1ccccc1 (stereo unspecified)	.	.	7	1	.	-0.1	-0.2	-10	.	.
CCCCCCn1c(=O)n2n(c1=O)[C@@H]1CN(S(=O)(=O)c3ccc(C)cc3)C[C@]1(O)[C@@H](OC(=O)NC1CCCC1)C2	.	7	22	-7	.	2.3	-0.6	22	.	.
CN1C2C=C(N(C(=O)c3ccc(Cl)cc3)c3ccccc3)CC1CC2 (stereo unspecified)	3	12	-5	-7	48	.	i	-6	-1	1
Cc1cc(C)c(C)c(OCC(=O)N2CCOCC2)c1	1	1	0	-7	-29	.	-1.4	3	-3	-23
COc1ccc(OC)c(N2C(N)=C(C#N)C(c3ccc(OC)c(O)c3)C3=C2CC(C)(C)CC3=O)c1 (stereo unspecified)	2	8	.	.	7	.	.	.	5	12
CCOC(=O)N1CCN(C(=O)CCCn2c(=S)[nH]c3ccsc3c2=O)CC1	-3	12	5	1	-2	1.1	-0.2	-6	-2	-1
CCN(CC)C(=O)CCSc1nnc(-c2ccncc2)o1	3	-2	-1	-6	2	9.8	-0.3	18	-2	-10
Cn1c(=O)[nH]c(=O)c2c1nc(Br)n2Cc1ccccc1F	-2	0	11	-1	-23	.	-1.0	-1	-3	-6
O=C(NCc1ccccc1)C(c1ccc(F)cc1)N(Cc1cccs1)C(=O)c1cnccn1 (stereo unspecified)	-3	7	43	4	-8	.	-0.7	6	5	-7
Cc1cc(C)cc(OCC(=O)N(Cc2ccco2)c2c(N)n(Cc3ccccc3)c(=O)[nH]c2=O)c1	-8	-5	7	4	.	0.5	-0.3	10	.	-11
NC(=O)c1c(NC(NC(=O)c2ccco2)C(=O)c2ccc(Cl)cc2)sc2c1CCCC2 (stereo unspecified)	9	-1	14	3	2	.	i	16	0	3
COc1ccccc1N1CCN(C(=O)C2CCN(C(=O)c3ccccc3Cl)CC2)CC1	.	-2	17	2	7	0.3	i	31*	0	-3
CCC1(CC)N([O-])C(C)=C(c2ccccc2)[N+]1=O	0	-2	9	-4	32	.	0.7	0	-3	-24
Cc1ccc(-c2nnc(-c3cc(C)on3)o2)cc1	1	8	-6	3	29	1.2	i	-6	2	0
CC1(C)CC(=O)N(c2ccc(Cl)c(Cl)c2)C(=O)C1	6	2	0	3	7	1.0	i	-4	-8	-6
O=C(Oc1ccc2ccccc2c1Br)N1CCCCCC1	5	4	-1	2	15	.	-0.3	3	4	-56
COc1ccccc1NC(=O)OCC#CCOC(=O)Nc1ccccc1OC	-6	-17	31	2	28	-0.2	0.0	-4	3	4
CCSc1cc(C2C(C#N)=C(N)Oc3n[nH]c(C)c32)c(C)o1 (stereo unspecified)	8	7	5	-3	3	.	-0.2	8	-2	-7
COc1ccc(-n2nc(N)c(C(N)=O)n2)cc1	-1	11	3	-2	2	0.8	-0.5	-187	0	-2
Cc1ccc(C(=O)COC(=O)C2CC(=O)N(c3nc(-c4ccccc4)cs3)C2)cc1 (stereo unspecified)	-10	-8	1	7	15	.	0.2	9	0	-16
COc1ccc(C)cc1NC(=O)CN1CCN(c2ccccc2F)CC1	-3	6	24	4	7	.	0.6	9	3	-22
O=C1c2oc3ccccc3c(=O)c2C(c2cccnc2)N1Cc1ccco1 (stereo unspecified)	-9	4	-13	-5	-1	.	-0.7	0	-1	-11
COc1cc(-c2nc3ccccn3c2/N=C/c2cc(OC)c(OC)c(OC)c2)ccc1O	1	15	0	1	.	.	i	-11	2	.
COC(=O)/C(=C/c1ccc2c(c1)c1ccccc1n2C)NC(=O)c1ccccc1	-16	5	-2	-8	-2	.	i	-6	1	4
Cc1cc(C(=O)N2CCCC(N3CCN(c4ccccc4C)CC3)C2)n(C)n1 (stereo unspecified)	-2	1	10	-1	30	1.4	i	3	1	-4
CCOC(=O)CCCNC(=O)CCNC(=O)c1ccc(OC(C)C)cc1	-1	5	-3	0	27	.	-0.5	-12	8	-7
O=C(O)C1C2CCC(C2)C1C(=O)NCCc1ccc(F)cc1 (stereo unspecified)	-2	5	2	-6	26	-1.5	-0.2	-8	5	-11
CC(C)c1ccc(N(C(=O)c2csnn2)C(C(=O)NC2CCCC2)c2ccncc2)cc1 (stereo unspecified)	-11	-6	8	-1	34	-0.8	-0.3	-4	1	-12
CSc1ccccc1OCc1cc(C(=O)N(Cc2nccn2C)C(C)C)no1	-7	4	10	-2	15	-6.9	0.6	10	-7	3
COc1ccc(N(C(=O)Cn2nnc(-c3ccc(F)cc3)n2)C(C)C(=O)NC2CCCC2)cc1OC (stereo unspecified)	-2	-5	0	2	-2	0.3	0.1	0	2	-8
COc1ccc2cc(CN(Cc3ccco3)Cc3nnnn3C3CCCCC3)c(=O)[nH]c2c1	-4	-1	12	2	36	.	i	-2	6	10
CS(C)(=O)=NS(=O)(=O)c1ccc(Cl)cc1	-6	7	2	0	-5	.	1.5	-12	-8	-3
CC(=O)NCC(c1cccs1)S(=O)(=O)c1ccc(F)cc1 (stereo unspecified)	-1	16	-3	-2	23	0.8	-0.3	13	-8	-10
CC(=O)N1C(c2ccccc2O)C[C@]2(C)CC(=O)NC12 (stereo partly specified)	3	2	-7	-8	17	0.9	0.7	1	-4	-17
Cn1ccnc1SCC(=O)c1ccc(Cl)cc1	-3	2	13	-1	-5	0.4	1.6	-6	-4	-2
Cn1c(/C=C(\C#N)C(N)=S)ccc1-c1ccc(Br)cc1	.	-1	1	-5	19	3.7	i	-4	-6	-8
COc1ccc(CNn2c(C)nc3ccccc3c2=O)cc1	-8	4	0	1	27	.	-10	5	1	5
O=C(CSc1nnnn1Cc1ccccc1)Nc1ccccc1	0	5	-5	0	15	1.1	-0.3	-9	-1	-4
Cc1nc2c(C)cccn2c1/C(O)=C1\C(=O)C(=O)N(CCN(C)C)C1c1ccco1 (stereo unspecified)	1	-2	-8	5	10	2.1	-0.3	18	-1	.
Cc1ccc(NC(=O)c2cccc(S(=O)(=O)N3CCN(C)CC3)c2)cc1F	7	11	1	0	41	-0.8	-0.4	-9	6	-6
O=C(NCC1CCCO1)c1cnn2c(C(F)F)cc(C3CC3)nc12 (stereo unspecified)	.	-4	-2	0	30	0.0	0.4	0	3	-10
COc1cc(OC)c(OC)cc1/C=N/n1c(C)nnc1C	2	-15	-4	2	11	.	-2.6	12	-2	.
O=C(c1ccco1)N1CCN(CCOc2ccc(F)cc2)CC1	3	-6	-5	.	10	.	-0.3	.	-2	-8
CCOC(=O)CN1C(=O)CN(c2ccc(C)cc2)C1=O	-5	7	-2	-1	18	1.3	-0.1	-10	-1	-2
O=C1NC(=O)C(c2ccccc2)(c2ccccc2)N1S(=O)(=O)c1ccccc1	.	9	4	9	.	2.5	-3.1	-7	.	.
CCCn1nc(C(=O)Nc2ccc(S(=O)(=O)Nc3nccs3)cc2)c2ccccc2c1=O	-22	-31	-1	-6	19	.	.	11	4	13
COc1cc(OC)cc(C(=O)Nc2ccc(S(=O)(=O)Nc3ncccn3)cc2)c1	0	-1	12	-1	44	-0.9	0.0	11	0	-5
CC(C)(C)N(Cc1ccccc1)C(=O)c1cccs1	2	-2	10	-3	-5	0.2	0.5	6	-5	-5
Cn1c(-c2c(N)n(C3CCCC3)c3nc4ccccc4nc23)nc2ccccc21	8	1	-16	2	32	.	i	-4	-1	-73
O=S(=O)(c1ccc(Cl)cc1)N1c2ccccc2Oc2nc3ccccc3nc21	-3	-10	1	3	8	.	i	-1	0	3
CCOC(=O)C1CCN(S(=O)(=O)c2ccc(CC)cc2)CC1	3	-3	0	8	0	.	i	-4	-2	-18
O=C(CSc1nc2[nH]ncc2c(=O)[nH]1)c1ccccc1	-6	2	1	10	-14	0.4	-0.1	5	1	4
CCOC(=O)c1[nH]c2ccccc2c1NC(=O)NC(C)C	5	7	-7	-8	9	-0.2	i	-2	-1	-14

Look-ups from the list.
Result for `O=C1NC(=O)C(c2ccccc2)(c2ccccc2)N1S(=O)(=O)c1ccccc1` under CCHFV vOTU inh: -7
Result for `Cn1c(/C=C(\C#N)C(N)=S)ccc1-c1ccc(Br)cc1` under MazEF act: -1

An excerpt of these results, bar-delimited:
Structure | Rv3671c protease | MazEF act | Yp Topo-I inh | PrPC TRFRET | VHR inh abs | TcdB GH inh | BH1578 lux ind | CCHFV vOTU inh | SARS 3CLpro inh | SSB-PriA inh
O=C(CSc1nnnn1Cc1ccccc1)Nc1ccccc1 | 0 | 5 | -5 | 0 | 15 | 1.1 | -0.3 | -9 | -1 | -4
CC(C)(C)N(Cc1ccccc1)C(=O)c1cccs1 | 2 | -2 | 10 | -3 | -5 | 0.2 | 0.5 | 6 | -5 | -5
O=C(CSc1nc2[nH]ncc2c(=O)[nH]1)c1ccccc1 | -6 | 2 | 1 | 10 | -14 | 0.4 | -0.1 | 5 | 1 | 4

New compounds follow
SMILES	Rv3671c protease	MazEF act	Yp Topo-I inh	PrPC TRFRET	VHR inh abs	TcdB GH inh	BH1578 lux ind	CCHFV vOTU inh	SARS 3CLpro inh	SSB-PriA inh
Cc1ccccc1NC(=O)NC1(C(=O)N2CCC(C(N)=O)CC2)CCCCC1	-2	11	0	1	-8	1.4	-0.5	0	-2	-2
O=C(CCS(=O)(=O)c1cccc2nsnc12)N1CC(=O)N(CCc2ccccc2)C(=O)C1	-6	-1	5	-28	-8	.	-5.9	-3	2	3
CC1CCCC(NC(=O)C2CCN(S(=O)(=O)c3cnc[nH]3)CC2)C1C (stereo unspecified)	-8	7	-2	5	6	3.4	-0.6	-3	-1	-7
O=C(Nc1cccc(F)c1)N1CCN(C/C=C/c2ccccc2)CC1	-2	-2	6	-12	20	.	6.2	-3	-1	2
COc1ccc(Oc2cc(C)nc(Cl)n2)nn1	16	2	9	1	1	0.1	-0.3	-8	-2	-12
COc1cc2c(cc1O)CCN(C(=O)CSc1nncn1C)[C@@H]2C	-9	-1	-1	-7	.	0.1	-0.3	-5	.	16
O=C(CCC(=O)NNC(=S)Nc1ccccc1)NCc1ccccc1	-3	5	6	4	-6	.	-0.6	-2	3	-9
